# Screening results (PubChem)
# NALP1 inh – inhibitors of NALP1 inflammasome in yeast. inhibition, % at 10 µM. S. cerevisiae NALP1/ASC/caspase-1 growth, X-gal OD620, 72 h. AID 2071. 0.61% of 280,000 active; in the data active = inhibition mostly above about 24%, no sharp cut-off; inactive = mostly below about 32%; also: some compounds called inactive have numbers as strong as hits
# MEKK2 WT-MEK5 – raises or lowers MEK5 binding to wildtype human MEKK2 PB1 domain. Q9Y2U5. bead flow cytometry, Alexa488-MEK5 binding to MEKK2 WT; actives lie on both sides. binding response (% of control), % at 10 µM. 1.1% of 290,000 active; in the data active = binding response below about 67% or above about 130%
# MEKK2 mut-MEK5 – signal of MEK5 binding to mutant human MEKK2 PB1 domain. AID 1530. percent response, % at 10 µM. 0.35% of 290,000 active. bead flow cytometry, Alexa488-MEK5 binding to MEKK2 mutant; in the data active = percent response above about 24%, passing the limit was not always enough; also: inactives centre near 1; some results filed as inactive read as strong as hits; reference of the scale not given here
# PHOSPHO1 inh – PHOSPHO1 (human) inhibition | inhibition, % at 13.3 µM | 1.1% of 290,000 active | Q8TCT1 | recombinant PHOSPHO1, absorbance phosphatase assay | AID 1565; in the data active = inhibition above about 60%
# GalR3 antag – antagonists of human GalR3; HEK293 GalR3-CNG cAMP membrane potential fluorescence; galR3 body fused to GalR1 C-terminus; inhibition, % at 3 µM; O60755; 0.44% of 360,000 active;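 active = inhibition above the screen-wide average plus 3 SD, cut at about 13% in these data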;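 also: forskolin and galanin both at EC90 stimulate the cells; cAMP rise reported by CNG channel membrane potential dye signal; 0% = forskolin plus galanin with DMSO and 100% = forskolin alone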
# OXTR ag – agonists of human oxytocin receptor; activation, % at 3 µM; P30559; AID 2435; CHO-OTR cells, Fluo-8 calcium fluorescence; normalized: DMSO 0%, oxytocin 100%; 0.32% of 320,000 active;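 active = activation above the mean of all tested compounds plus 3 SD, cutoff set per screening run, cut at about 20% in these data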;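 also: peak over basal fluorescence ratio from a 100 s FLIPR kinetic read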
# V1R ag counter – counter-screen for oxytocin receptor agonists: human V1a receptor agonists. activation, % at 3 µM. P37288. CHO-V1R cells, Fluo-8 calcium fluorescence, agonist mode; 0% DMSO, 100% 3 nM vasopressin. 0.25% of 320,000 active;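 active = activation above the mean activation of all tested compounds plus 3 SD, per screening run, cut at about 20% in these data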;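 also: signal is peak over basal fluorescence ratio across a 100 second FLIPR read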
# Target sequence (P37288 whole entry, looked up): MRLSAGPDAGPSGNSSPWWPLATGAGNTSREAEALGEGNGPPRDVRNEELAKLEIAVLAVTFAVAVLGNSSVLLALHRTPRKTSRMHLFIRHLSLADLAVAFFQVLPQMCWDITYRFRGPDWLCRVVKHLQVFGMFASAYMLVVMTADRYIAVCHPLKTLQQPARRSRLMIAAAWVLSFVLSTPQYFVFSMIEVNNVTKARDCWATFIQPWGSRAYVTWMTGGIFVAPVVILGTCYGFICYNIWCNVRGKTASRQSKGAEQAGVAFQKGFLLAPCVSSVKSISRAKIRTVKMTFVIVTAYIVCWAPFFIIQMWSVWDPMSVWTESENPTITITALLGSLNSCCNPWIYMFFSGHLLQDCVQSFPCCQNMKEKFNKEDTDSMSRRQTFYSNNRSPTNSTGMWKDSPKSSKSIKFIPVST
# MEKK3 PB1 HTS – MEKK3-MEK5 PB1 interaction, increase or decrease; bead-based flow cytometry, Alexa488-MEK5 binding to MEKK3; actives lie on both sides; 0 = blocked by unlabeled MEK5, 100 = vehicle; Q99759; binding response (% of control), % at 10 µM; 1.4% of 290,000 active; AID 1529;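 active = binding response more than 3 SD above or below the average of its plate-row segment, actives on both sides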;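 also: Alexa488 bead fluorescence after subtracting the streptavidin-only scavenger bead signal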
# GPR7 antagonist – human neuropeptides B/W receptor 1 antagonism. P48145. GPR7-expressing cells, fluorescence antagonist assay. inhibition, % at 4.4 µM. 1.1% of 290,000 active; in the data active = inhibition above about 16%, passing the limit was not always enough;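 also: cells stimulated with the agonist NPW; 0% = agonist with vehicle and 100% = vehicle without agonist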
# Target sequence (P48145 whole entry, looked up): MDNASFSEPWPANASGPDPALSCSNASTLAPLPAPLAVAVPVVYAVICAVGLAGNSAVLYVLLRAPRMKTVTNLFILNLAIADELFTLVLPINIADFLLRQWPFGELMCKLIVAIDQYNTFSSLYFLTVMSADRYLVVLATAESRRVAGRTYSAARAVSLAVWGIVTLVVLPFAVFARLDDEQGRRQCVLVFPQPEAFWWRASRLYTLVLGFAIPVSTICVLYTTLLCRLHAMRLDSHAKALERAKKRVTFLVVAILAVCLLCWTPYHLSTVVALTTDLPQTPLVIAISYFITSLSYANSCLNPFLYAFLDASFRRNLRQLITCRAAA
# Starred values were filed as active, the others as inactive; · = no result given.
SMILES,NALP1 inh,MEKK2 WT-MEK5,MEKK2 mut-MEK5,PHOSPHO1 inh,GalR3 antag,OXTR ag,V1R ag counter,MEKK3 PB1 HTS,GPR7 antagonist
COc1cccc(Oc2c(C)oc3c(CN4CCCCC4)c(O)ccc3c2=O)c1,-8,105,10,20,-3,0.3,-0.1,102,-18
CCOC(=O)CNC(=O)c1ccc(C#CC2(O)CCCCC2)cc1,0,104,3,19,0,-0.3,1.4,104,-8
CSCC(=O)NCC1(N(C)Cc2ccccc2)Cc2ccccc2C1,7,104,4,17,-11,-1.3,1.3,99,4
COCCCNC(=O)CN1C(=O)c2ccccc2C1=O,-4,99,-2,23,2,0.8,0.2,99,-3
O=c1[nH]c(C2CCN(S(=O)(=O)c3ccc4c(c3)OCCO4)CC2)nc2c1nnn2Cc1ccc(F)cc1,15,98,-1,22,-7,1.2,0.2,102,-2
CC(/C=C/c1ccccc1)=N/NC(=O)CNC(=O)c1ccccc1F,4,96,-14,-10,-4,-0.6,-0.4,94,5
C=CC[C@]12C[C@@H](OC)C(=O)C=C1O[C@@H](c1ccc(OC)c(OC)c1)[C@H]2C,·,109,3,·,-4,0.8,-0.2,102,·
CCC(Sc1nc2ccccc2o1)C(=O)Nc1nnc(C)s1 (configuration not stated),31,99,-2,-6,-3,-0.7,-0.6,98,-4
O=C(c1cc(COc2ccc3ncccc3c2)on1)N1CCCC(O)C1 (configuration not stated),-16,108,5,48,-7,10,4.9,105,-15
Cc1oc(-c2ccc(Cl)cc2)nc1CN1CCC(C(=O)NCc2cccnc2)CC1,16,112,3,23,·,-0.6,0.4,105,-8
CCOC(=O)c1c(NC(=O)C2C3CCC(O3)C2C(=O)O)sc(C)c1-c1ccc(F)cc1 (configuration not stated),21,95,-7,50,-2,-0.2,0.3,91,5
CCOc1ccccc1NC(=O)CSc1nnc(-c2ccco2)n1Cc1ccco1,4,97,-1,11,-4,-1.3,2.4,98,8
COC(=O)c1cc(S(=O)(=O)N2CCN(c3ccc(OC)cc3)CC2)cn1C,-11,102,3,34,0,3.0,4.5,102,3
CC1=C(C(=O)Nc2ccccc2)C(c2ccco2)C(C#N)=C(SCC(N)=O)N1 (configuration not stated),-3,99,-2,26,2,0.1,0.3,98,-2
N#CNC(=Nc1cccc(F)c1)SCc1cccc(F)c1,24,107,1,17,-1,9.4,10,136*,-12
O=c1[nH]c(SCc2ccccc2)nc2c1cnn2-c1ccc(F)cc1,0,93,-3,12,3,-1.9,0.6,99,7
COc1nc(Oc2ccc(C(=O)OCC(N)=O)cc2)nc(N(C)C)n1,-3,100,-1,4,-6,-0.2,1.1,96,-3
O=C(O)COCC(=O)N1CCCN(c2nccc(C(F)(F)F)n2)CC1,-10,105,3,·,·,5.2,3.0,103,-12
COc1ccc(-n2ncc(S(=O)(=O)c3ccccc3)c2-c2ccc(Cl)cc2)cc1,28,95,-6,-30,-7,-0.8,1.2,101,1
Cn1ccc(C(=O)N/N=C/c2ccncc2)n1,12,93,-3,·,-1,·,·,95,-4
Cc1cc(C)cc(NS(=O)(=O)c2ccc3[nH]cc(C(=O)NCc4ccco4)c(=O)c3c2)c1,1,99,1,-18,-3,1.1,-0.5,105,3
O=C(c1ccccc1)c1ccccc1C(=O)N1CCOCC1,-2,94,-6,26,-4,0.0,-0.1,94,-16
Cc1ccccc1NC(=O)CSc1nnc(-c2ccco2)c(-c2ccco2)n1,4,105,-1,41,·,-1.3,-1.1,107,-12
CCN1C2=C(C(=O)CCC2)C(c2ccc(O)c(Br)c2)C2=C1CCCC2=O,2,93,-2,5,-4,1.4,1.0,94,-1
O=C(Cn1cc([N+](=O)[O-])cn1)NCCc1c[nH]c2ccccc12,-12,106,0,28,-4,5.6,3.2,117,-1
CCOC(=O)c1c(NC(=O)C2COc3ccccc3O2)sc(C(C)=O)c1C (configuration not stated),-1,96,0,12,6,-0.8,-0.1,97,0
CC(=O)Nc1ccc(S(=O)(=O)N2CCN(Cc3cccs3)CC2)cc1,26*,100,-7,-43,-4,4.2,3.7,97,-4
O=C(N/N=C/c1c(F)cccc1Cl)c1ccc(Cn2cc(Br)cn2)o1,43,112,6,-18,-2,0.1,0.8,112,8
COCCCNC(=O)C(=O)NCCCOC(C)C,22,115,5,-2,0,0.4,-0.1,119,-14
Cc1cc(C(=O)COc2cccnc2[N+](=O)[O-])c(C)n1-c1ccccc1,-2,90,-3,-1,0,1.1,3.4,90,-11
COc1cc(C(=O)N2CCN(C(=O)c3cc(-c4ccc(Br)cc4)n[nH]3)CC2)cc(OC)c1OC,16,100,0,7,-8,1.1,3.0,102,-5
Cn1nc(C(F)(F)F)c(C#N)c1N1CCN(c2ccccc2F)CC1,20,111,2,-12,2,2.0,0.7,107,26
O=C(Nc1ccccc1Oc1ccccc1)c1cnccn1,7,92,-6,9,-1,-3.0,-2.0,92,-10
O=c1ccc2ccc(Oc3ccc([N+](=O)[O-])cc3Cl)cc2o1,15,94,6,2,-5,-1.1,-1.2,101,0
O=C(Nc1ccccc1Br)c1cc(=O)c2ccccc2o1,9,100,1,28,-8,1.3,-0.7,101,-10
COc1cc(-c2c(C#N)c(N)nc3c2CCCC3)cc(OC)c1OC,15,99,-11,4,-3,2.0,0.8,96,3
C1CCC(CNc2c3c(nc4nnnn24)CCCC3)CC1,3,109,5,-8,-1,-0.3,0.2,104,-8
COc1cccc(CN(C)C(=O)c2cc(COc3c(F)cccc3F)on2)c1,-14,100,-2,23,1,-0.2,-0.5,98,4
COc1ccccc1N(CC(O)COc1ccccc1)S(=O)(=O)c1ccccc1 (configuration not stated),32,99,1,-6,2,-2.5,-0.6,98,1
COc1ccc(CCNC(=O)CSc2nnc(CNC(=O)c3ccco3)o2)cc1OC,-46,100,2,-21,-2,0.8,0.3,100,-6
O=C(NCc1ccc(OC(F)(F)F)cc1)C1CC(c2c(Cl)cccc2Cl)=NO1 (configuration not stated),5,99,0,23,-4,1.6,2.4,103,5
O=C(COC(=O)c1ccccc1)Nc1cc(Cl)ccc1Oc1ccccc1,16,109,6,4,-5,-1.2,2.2,106,7
Cc1ccc(C(=O)Nc2ccc3ccccc3n2)cc1,18,103,0,-28,-4,-2.6,-2.4,100,6
C[C@@H](O)C1NC(=O)[C@H](CCCCN)NC(=O)c2cc([N+](=O)[O-])cc(I)c2NCCC[C@@H](C(N)=O)NC1=O (some centres not stated),18,106,12,-11,-2,-0.1,-0.5,97,-1
O=C1N=C2N(CCN3CCCCC3)c3ccccc3N2/C1=C\c1ccc([N+](=O)[O-])o1,-25,91,-3,-1,·,·,·,93,-2
CC(C)n1nnnc1SCC(=O)N1CCOCC1,-10,112,4,-3,-3,2.1,0.1,110,4
COC(=O)c1onc(-c2c(C)cc(C)cc2C)c1C(=O)OC,-1,102,10,23,7,-2.2,1.6,107,-20
C=CCOc1ccccc1CN1CCC(Oc2ccc(C(=O)N3CCCCC3)cc2)CC1,16,105,7,23,-4,1.8,2.5,99,-10
CC(=O)Nc1ccc2nc(SCC(=O)NCCOc3ccccc3)sc2c1,9,102,-3,-8,-4,-0.6,0.0,109,8
CCOC(=O)c1ccc(NC(=S)N2CCCC(C(=O)N3CCCC3)C2)cc1 (configuration not stated),0,105,6,46,-2,-0.4,-1.0,107,-14
COC(CNC(=O)c1cccc2c1C(=O)N(Cc1cccnc1)C2)OC,41*,97,0,-2,-3,-0.6,0.3,99,-6
CC(C)(C)OC(=O)CNC(=O)c1[nH]cnc1C(=O)N[C@@H](Cc1ccccc1)C(=O)OCc1ccccc1,5,91,-6,15,-3,0.4,1.5,104,4
COc1ccccc1CNC(=O)C(NC(=O)c1ccccc1C)C(C)C (configuration not stated),15,101,-1,37,-4,-0.8,0.1,106,-3
CCOC(=O)C1=C(C)NC2=C(C(=O)C(C(=O)OCC)C(c3cccc(OC)c3)C2)C1c1ccccn1 (configuration not stated),14,101,0,12,-2,0.0,0.8,103,-8
CCc1nc(SCc2ccccc2C#N)n[nH]1,-6,101,1,19,-10,·,·,98,-17
CCN(c1ccc(NC(=O)COC(=O)c2cc3ccccc3oc2=O)cc1)C(C)C,9,106,-1,4,-5,-1.3,-1.0,118,1
Fc1ccc(CNC(=S)NCc2ccc(F)cc2)cc1,5,104,6,39,-4,0.5,4.6,103,-10
O=C1CSCC(=O)N1Cc1ccc(Cl)c(Cl)c1,21,103,1,28,-10,-2.0,-0.3,101,5
Cn1ccnc1SCC(=O)Nc1cccc2ccccc12,1,86,-7,-29,-4,-1.0,-0.6,88,-1
CNS(=O)(=O)c1cccc2nsnc12,6,104,7,-1,0,2.9,0.9,101,-8
# Additional records follow:
SMILES,NALP1 inh,MEKK2 WT-MEK5,MEKK2 mut-MEK5,PHOSPHO1 inh,GalR3 antag,OXTR ag,V1R ag counter,MEKK3 PB1 HTS,GPR7 antagonist
Cc1ccc(NC(=O)COC(=O)c2ccc3c(c2)NC(=O)C2CCCN32)cc1 (configuration not stated),-8,97,-2,6,-6,-0.8,0.8,101,-4
CCC(C)Nc1c2c(nc3c(-c4ccccc4)c(C)nn13)CCC2 (configuration not stated),-2,102,0,28,0,-2.2,0.9,103,-10
O=C(NCc1n[nH]c(=S)n1-c1cccc(C(F)(F)F)c1)c1ccc(S(=O)(=O)N2CCCC2)cc1,15,96,-2,-22,2,-1.4,0.9,98,-10
COc1ccc(OC)c(NC(=O)C(=O)NNC(=O)COc2ccc(Br)cc2C)c1,-3,98,-3,20,-8,-2.0,-1.3,97,-4
O=C(Nc1ccnn1C1CCN(CCCc2ccccc2)CC1)c1ccccc1Cl,18,105,1,28,0,1.9,1.7,91,-12
COc1ccccc1CNC(=O)OCc1nccnc1C(=O)Nc1ccc(Br)cn1,8,99,0,26,1,1.9,0.3,102,-9
CCc1c(C)sc(NC(=O)c2ccco2)c1C(=O)N1CCCCC1,12,99,2,-22,-4,0.3,-0.3,98,0
CSc1ccccc1OCc1cc(C(=O)N(C)Cc2ccc3nsnc3c2)no1,6,100,0,28,-4,0.9,6.3,99,3
Cc1ccc2c(c1)N(CC(=O)N(Cc1ccc3c(c1)OCO3)CC1CCCO1)C(=O)C(C)O2 (configuration not stated),12,93,1,5,-8,1.3,0.3,95,-1
N#Cc1cc2c(cc1NC(=O)CCn1cnnn1)OCO2,36*,100,-1,41,4,0.1,-0.7,98,9
COCCCn1c(=O)c2sccc2n(Cc2cccc(F)c2)c1=O,0,103,4,45,-10,-1.2,-0.3,104,-8
CCOc1cc(C(=O)Nc2ccc(N3CCOCC3)cc2)cc(Br)c1OC,-14,95,-9,11,3,-2.1,-1.4,101,3
